BAP1 block: inhibitors of BAP1 deubiquitinase, primary screen, biochemical, Ub-AMC fluorescence, kinetic; activity remaining (% of control), % at 20 µM; 72,000 tested, 0.48% active; AID 436, 2006; Ubiquitin carboxyl-terminal hydrolase BAP1 (Homo sapiens), Q92560; recombinant BAP1, Ub-AMC hydrolysis fluorescence kinetic; active compounds read low;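 active = activity remaining at or below 50% of control, provided the compound also passes the data quality filters; inactive = the rest, including low values that fail the filters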;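 also: 100% = DMSO wells rate and 0% = substrate alone blank rate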
HePTP inhibitor: inhibitors of human HePTP phosphatase, primary screen, biochemical, absorbance, leukemia target; inhibition, % at 20 µM; recombinant HePTP phosphatase activity, OD absorbance; 110,000 tested, 0.64% active; in the data active = inhibition above about 50%;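 also: plate controls were vehicle for no effect and reference inhibitor for full effect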
Target sequence (P35236 whole entry, looked up): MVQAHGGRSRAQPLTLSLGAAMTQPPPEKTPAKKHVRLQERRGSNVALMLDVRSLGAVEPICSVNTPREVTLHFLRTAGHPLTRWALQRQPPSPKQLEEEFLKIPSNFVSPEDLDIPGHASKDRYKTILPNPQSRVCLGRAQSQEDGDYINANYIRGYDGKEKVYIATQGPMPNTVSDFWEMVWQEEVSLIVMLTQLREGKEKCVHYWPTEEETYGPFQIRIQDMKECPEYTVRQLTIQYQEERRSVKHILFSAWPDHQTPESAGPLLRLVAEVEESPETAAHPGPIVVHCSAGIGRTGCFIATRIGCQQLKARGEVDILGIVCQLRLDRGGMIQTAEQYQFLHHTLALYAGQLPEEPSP
An asterisk follows results filed as active; / = no result given; & = joins results of further samples.

SMILES	BAP1 block	HePTP inhibitor
Cc1ccc(-n2ncc3c(=O)n(CC(=O)NC4CCCC4)cnc32)cc1C	87	0
O=C(CSc1ccccn1)Nc1ccccc1-c1ccccc1	/	5
O/N=C/c1cn(-c2ccccc2)nc1-c1ccc(Cl)cc1	/	7
O=C(CN1C(=O)C2CC=CCC2C1=O)NC1=NCCS1 (stereo not drawn)	107	1
O=C(NCN1CCCCC1)c1cccnc1	114	14
Cc1ccc([N+](=O)[O-])cc1S(=O)(=O)N1CCOCC1	/	9
CCOc1ccc(N2C(=O)C3C(C2=O)C2(C)C(=O)C3(C)C(c3ccccc3)=C2c2ccccc2)cc1 (stereo not drawn)	/	2
CC(C)COc1ccc(-c2nnn(CC(=O)N3CCCC3)n2)cc1	89	8
CCOc1cccc(C(=O)Nc2cccc(-c3nnc(-c4ccccc4)o3)c2)c1	58	-12
O=[N+]([O-])c1cc(S(=O)(=O)C(Cl)(Cl)Br)ccc1NC1CCCCC1	65	/
O=C(NCC1CCCO1)c1ccc(Cl)cc1Cl (stereo not drawn)	/	3
Cc1cccc(N2CCN(C(=O)CS(=O)(=O)Cc3nc(-c4ccccc4F)oc3C)CC2C)c1 (stereo not drawn)	94	6
Cc1nc(CC(=O)N2CCN(S(=O)(=O)c3ccccc3C#N)CC2)cs1	107	-11
Cn1c(=O)n(C)c2cc(/C=N/n3cnnc3)ccc21	54	1
Cc1ccc(-c2nn(-c3ccccc3)cc2/C=C/C(=O)c2cccs2)cc1	/	6
Cc1ccc(-n2c(SCC(=O)NCc3ccco3)nnc2-c2cccnc2)c(C)c1	90	0
COc1ccc(OC)c(NC(=O)CSc2nc3cccnc3n2C)c1	92	3
CCCCC(=O)Nc1cccc(-c2cn3ccsc3n2)c1	103	0
CC(c1ccccc1)C1C(C#N)=C(N)OC2=C1C(=O)CC(C)(C)C2 (stereo not drawn)	99	10
O=C(COc1ccc2ccccc2c1)NNC(=O)c1cccc(Cl)c1	/	0
Cn1cnc2nc3n(c2c1=O)CCC3	/	-11
CCOc1cccc(-c2cc(C(=O)NCc3ccc4c(c3)OCO4)c3ccccc3n2)c1	/	0
CC(C)C(=O)Nc1cc(I)ccc1C(=O)O	/	-4
CN1C(=O)/C(=C\c2cc(Cl)c(O)c(Cl)c2)SC1=S	/	-12

2 of these compounds in a different format.
O=C(COc1ccc2ccccc2c1)NNC(=O)c1cccc(Cl)c1
- BAP1 block = /
- HePTP inhibitor = 0

Cn1cnc2nc3n(c2c1=O)CCC3
- BAP1 block = /
- HePTP inhibitor = -11

Reprinted at random: three records from the list
SMILES	BAP1 block	HePTP inhibitor
Cc1ccc(-c2nn(-c3ccccc3)cc2/C=C/C(=O)c2cccs2)cc1	/	6
Cn1cnc2nc3n(c2c1=O)CCC3	/	-11
COc1ccc(OC)c(NC(=O)CSc2nc3cccnc3n2C)c1	92	3

Other results follow.
SMILES	BAP1 block	HePTP inhibitor
COc1ccc(NC(=O)CSc2nc3ccccc3c(=O)n2CCNC(C)=O)c(OC)c1	84	1
CC1CC(C)CN(CCCNC(=O)Cn2ncc3c(=O)oc4ccccc4c32)C1 (stereo not drawn)	89	-4
CCN(CC)c1ccc(NC(=O)c2ccncc2)cc1	/	2
O=C(C(c1ccccc1)c1ccccc1)N1CCN(c2ccccc2)CC1	/	-8
O=C(/C=C/c1ccc(Cl)cc1)Nc1ccc(F)c([N+](=O)[O-])c1	/	-3
Cc1cccc(OCc2nnc(SCc3nc4cc(C(F)(F)F)ccc4c(=O)[nH]3)o2)c1	/	1
Cn1cc(N)c(C(=O)Nc2ccc3c(c2)C(=O)NC3=O)n1	/	-2
CCCC(=O)c1ccc(N2CCN(C(=O)c3ccc(Br)cc3)CC2)c(F)c1	/	-9
O=C1C2=C(Nc3ccccc3SC2c2ccc([N+](=O)[O-])cc2)c2ccccc21 (stereo not drawn)	/	-19
COc1cccc(-c2csc3nnc(SCC(=O)c4ccc(NC(C)=O)cc4)n23)c1	92	26
CC12CC3(C)CC(C)(C1)CC(C(N)=O)(C2)C3	/	10
C=CCN1C(=O)CN=C1Nc1cc(C)cc(C)c1	/	3
OCCNCCOc1cccc(Cl)c1Cl	/	3
Cc1onc(-c2ccccc2)c1C(=O)NC(C)C1CCCO1 (stereo not drawn)	64	3
c1csc(Cn2c(-c3cccs3)nc3ccccc32)c1	61	-2
COc1ccc(OCC(=O)N2CCN(C(=O)COc3ccc(Br)cc3)CC2)cc1	95	2
O=C(COC(=O)c1ccco1)NCC1CCCO1 (stereo not drawn)	100	8
CCCCOC(=O)C(C#N)c1nc2ccccc2nc1N1CCN(Cc2ccc3c(c2)OCO3)CC1 (stereo not drawn)	/	3
O=C(CCn1nnc2ccccc21)N1CCN(c2ccccc2)CC1	106	4
COCCN1C(=O)/C(=C/c2ccc(F)cc2)SC1=S	/	-5
Cc1ccc(/C(CCN(C)C)=N/O)cc1	/	6
Cc1ccc(C(=O)O/N=C(\N)c2ccc(Cl)cc2)cc1	/	-4
CC1=NN(c2ccccc2)C(=O)C1C(c1ccccc1)C(C#N)C#N (stereo not drawn)	/	-4
CCc1nnc(NC(=O)c2ccc(S(=O)(=O)N(CC)Cc3ccccc3)cc2)o1	105	2
C=CCc1cc(OC)ccc1OCC(O)CN1CCN(c2ccc(OC)cc2)CC1 (stereo not drawn)	91	9
Cn1c(=O)cc(SCC(=O)Nc2ccccn2)c2ccccc21	87	-11
COc1ccc(/C=C2\SC(=S)N(Cc3ccco3)C2=O)cc1OC	/	-10
COc1ccc(C2CC(=O)CC(=O)C2)cc1	/	-11
CCOC(=O)Cc1csc(NC(=O)c2cccs2)n1	110	10
CC1CCN(c2[nH]c(=S)c(C#N)c3c2CCCC3)CC1	68	5
CC1Cc2nc(SCC(N)=O)n(C)c(=O)c2S1 (stereo not drawn)	97	7
CCOC(=O)C(CCCCOc1ccc([N+](=O)[O-])cc1)C(=O)OCC	/	-2
COc1ccc(Nc2ccc(N)cc2)cc1	/	-10
CCn1cc(C(=O)NCCCOC)c(=O)c2cc(S(=O)(=O)N(C)C)ccc21	102	-6
Cc1cc(C)cc(OCC(=O)Nc2cccc(-c3nc4ncccc4o3)c2)c1	59	2
CCOc1ccc(C(=O)Nc2ccc3oc(-c4ccccc4Br)nc3c2)cc1	/	4
O=C(Nc1ccon1)c1ccc(Br)o1	113	6
O=C(NCc1cccnc1)C1CCCN(S(=O)(=O)c2ccc(Cl)cc2)C1 (stereo not drawn)	97	0
Cc1c(CNC(=O)c2cnn3c2NC(c2ccccc2)CC3C(F)(F)F)cnn1C (stereo not drawn)	83	-2
CCCn1c(SCC(=O)N2CCCc3ccccc32)nnc1-c1ccco1	125	8
COc1ccc(N=c2oc3ccccc3cc2C(=O)Nc2ccc(C)cc2)cc1	86	/
CCCCOP(=O)(CP(=O)(OCCCC)OCCCC)CP(=O)(OCCCC)OCCCC	/	-12
Cc1ccc(C(=O)NCCn2cc(SCC(=O)Nc3cc(C)on3)c3ccccc32)cc1	97	4
Cc1cc(C(c2ccc(F)cc2)c2cc(C)c(NC(=O)c3ccccc3)c(C)c2)cc(C)c1NC(=O)c1ccccc1	/	2
Cc1cc(I)ccc1NC(=O)/C=C/c1ccccc1Cl	/	-11
O=C(CSc1nnnn1-c1ccccc1)NC12CC3CC(CC(C3)C1)C2	/	-1
CCOC(=O)N1CCN(C(=O)C2CCC(CNS(=O)(=O)c3ccc(Cl)cc3)CC2)CC1 (stereo not drawn)	115	2
CCCN1C(=O)c2cc(C(=O)O)ccc2C1O (stereo not drawn)	96	7

Single records (already shown).
`Cc1cc(I)ccc1NC(=O)/C=C/c1ccccc1Cl` across the screens: BAP1 block = /; HePTP inhibitor = -11
`O=C(CSc1nnnn1-c1ccccc1)NC12CC3CC(CC(C3)C1)C2` across the screens: BAP1 block = /; HePTP inhibitor = -1

More records.
SMILES	BAP1 block	HePTP inhibitor
COc1ccc(C=NCCC23CC4CC(CC(C4)C2)C3)c(OC)c1	/	4
O=S(=O)(c1ccccc1)c1nc(-c2ccco2)oc1NCc1ccco1	103	1
CCOc1cc(/C=C2/C(=O)NC(=O)N(C)C2=O)cc(Br)c1O	/	11
Cc1nc2sc(C(c3ccco3)N3CCN(c4ccc(F)cc4)CC3)c(O)n2n1 (stereo not drawn)	91	0
Cn1c(CCNC(=O)c2ccccc2)nc2ccccc21	99	/
Cc1sc(NC(=O)c2ccc(Cl)cc2Cl)nc1C12CC3CC(CC(C3)C1)C2	/	-7
Cc1ccccc1-n1c(C)nnc1SCc1nc2ccccc2s1	115	5
CC(C)c1ccccc1OCCCN1CCCC1	/	2
Cc1ccc2c3c(c(SCC(=O)Nc4nonc4C)nc2c1)CCCC3	102	-1
O=C(CC(=O)Nc1ccc2c(c1)Cc1cc([N+](=O)[O-])ccc1-2)Nc1ccc2c(c1)Cc1cc([N+](=O)[O-])ccc1-2	74	/
CC(C)(C)C(=O)/C=c1\[nH]c(=O)/c(=C\c2ccc(C#N)cc2)s1	59	11
O=C1C(=O)N(CC2CCCO2)C(c2cccc(F)c2)/C1=C(/O)c1ccccc1 (stereo not drawn)	/	1

The final four records of the part above are carried over, then new ones follow.
SMILES	BAP1 block	HePTP inhibitor
Cc1ccc2c3c(c(SCC(=O)Nc4nonc4C)nc2c1)CCCC3	102	-1
O=C(CC(=O)Nc1ccc2c(c1)Cc1cc([N+](=O)[O-])ccc1-2)Nc1ccc2c(c1)Cc1cc([N+](=O)[O-])ccc1-2	74	/
CC(C)(C)C(=O)/C=c1\[nH]c(=O)/c(=C\c2ccc(C#N)cc2)s1	59	11
O=C1C(=O)N(CC2CCCO2)C(c2cccc(F)c2)/C1=C(/O)c1ccccc1 (stereo not drawn)	/	1
CCc1cc2ccc(OC)cc2nc1SCC(=O)Nc1cc(C)on1	86	7
Cc1ccc(/C=N/NC(=O)C(O)c2ccccc2)cc1 (stereo not drawn)	/	-10
COCCn1c(C)cc2c(c1=O)C(c1ccccc1F)C(C#N)=C(N)O2 (stereo not drawn)	83	3
O=C(NC(=S)Nc1cc([N+](=O)[O-])ccc1Cl)c1ccc(Cl)cc1	/	8
COC(=O)c1ccc(NC(=O)Cn2nnc3ccccc32)cc1	101	4
c1ccc(-c2noc(-c3ccc4ccccc4c3)n2)nc1	/	0
COc1ccc(/C=N/NC(=O)C(C)Nc2ccc(Cl)cc2)c(OC)c1 (stereo not drawn)	/	-9
CCN(CC)CCCCCOc1ccc(Cl)cc1	/	-10
COc1ccc(S(=O)(=O)N(CC(=O)NCc2ccccc2)Cc2ccccc2)cc1	/	-13
CC(=O)c1ccc(NC(=O)C2CC(=O)N(c3cc(C)ccc3C)C2)cc1 (stereo not drawn)	/	12
CN1C(=O)c2ccccc2C(C(=O)NCCCN2CCCC2=O)C1c1c[nH]c2ccccc12 (stereo not drawn)	123	0
Brc1ccc(-c2cn3cccnc3n2)cc1	/	10
Cc1ccccc1NC(=O)CSC(N)=O	/	-9
C=C(c1ccc(O)cc1)c1ccc(O)cc1	76	6
COc1ccccc1Cn1c(CCCO)nc2ccccc21	/	5
Cc1ccc(-n2c(-c3ccccc3)nc3c(cnn3-c3ccccc3)c2=O)cc1	/	7
CCOc1ccccc1CN(Cc1ccco1)S(=O)(=O)c1ccc(-n2cnnn2)c(OC)c1	73	10
CNc1cc(-n2nc(C)cc2-c2ccccc2)ncn1	91	5
Cc1nc(SCN2C(=O)c3ccccc3C2=O)n[nH]1	90	8&6
CC(=O)OC1CC(C)(C)N(OC(=O)c2ccccc2)C(C)(C)C1	82	0

High-throughput results: PubChem BioAssay, several laboratories
